High-throughput results from PubChem BioAssay.
SR-BI DiI-HDL act – activators of SR-BI mediated DiI-HDL uptake, primary screen, ldlA[mSR-BI] CHO cells, DiI fluorescence | 3 h; 100 = double the neutral-control signal | activation, % at 12.5 µM | 320,000 tested, 0.096% active | AID 504775, 2011;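 active means mean replicate activation of at least 60% and every replicate at or above 60%; inconclusive means mean or all-replicate condition met, but not both; inactive means mean below 60% and not all replicates reaching 60%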;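 further: 0% = median plate neutral-control signal and 100% = twice that signal; values of inactives mirror those of a sister screen read the other way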
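system = CHO ldlA[mSR-BI] cells, LDL receptor-null, SR-BI overexpressing | medium = Ham's F12 with 0.5% BSA, HEPES 25 mM, pH 7.4 | probe or stimulus = DiI-HDL 10 µg/mL | compound dosing = single-point compound dose | incubation = compound exposure 3 h, 37 °C | technique = DiI fluorescence, bottom read | read-out = cell-associated DiI fluorescence as measure of HDL uptake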
E coli growth – E. coli V3065 growth inhibition, primary screen, counter-screen for AddAB inhibitor project, absorbance, OD600; 18 h; inhibition, % at 11.9 µM; 330,000 tested, 0.27% active; AID 449728, 2010;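 active means inhibition above the campaign's mean inhibition across all tested compounds plus 3 SD, cut at about 9.9% in these data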;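 further: uninfected addAB+ strain grown without phage in ampicillin broth; 0% = DMSO wells and 100% = ciprofloxacin 0.95 µg/ml wells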
CAL PDZ FP-1 – untagged CAL PDZ binding inhibitors, primary screen, biochemical, fluorescence polarization, HTS; Golgi-associated PDZ and coiled-coil motif-containing protein (Homo sapiens), Q9HD26; purified CAL PDZ, TMR-peptide fluorescence polarization, 1 h; inhibition, % at 24.9 µM; 300,000 tested, 0.92% active; AID 602252, 2012;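 active means mean inhibition of at least 30% with at least half of replicates also reaching 30%; inconclusive means no clear call, values can overlap the other calls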;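 further: 0% = DMSO neutral control and 100% = excess unlabeled competitor peptide PRC23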
phage Ecoli inh – growth loss of phage-infected E. coli, primary screen, RecBCD inhibitor project, absorbance, with phage, HTS; inhibition, % at 11.9 µM; 360,000 tested, 0.26% active; in the data active means inhibition above about 11%
CAL PDZ FP-2 – CAL PDZ peptide-binding inhibitors, primary screen, biochemical, fluorescence polarization, Cer-tagged CAL PDZ, HTS; purified CAL PDZ, TMR-peptide fluorescence polarization, 1 h; 330,000 tested, 0.02% active; inhibition, % at 20 µM; AID 504414, 2011; Golgi-associated PDZ and coiled-coil motif-containing protein (Homo sapiens), Q9HD26;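 active means highest replicate inhibition of at least 40%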;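 further: plate controls were DMSO neutral control wells for no effect and unlabeled competitor peptide control wells for full effect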
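System: purified tagged CAL PDZ domain construct (CerCALP). Schedule: 1 h incubation at room temperature before polarization reading. Medium: 25 mM sodium phosphate pH 7.4, 150 mM NaCl, TCEP, IgG, Thesit. Read-out: percent inhibition from loss of millipolarization. Measured by: FP readout, S and P plane fluorescence. Probe or stimulus: fluorescent TMR peptide probe.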
Wnt bcat act – Wnt/beta-catenin pathway activators, primary screen, cell-based, plate reader, single point | activation, % at 9.35 µM | Wnt/beta-catenin reporter cell assay, activator | 300,000 tested, 1.2% active; in the data active means activation above about 30%, passing the limit was not always enough; inconclusive means no clear call, values can overlap the other calls;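 further: 0% = neutral control wells and 100% = positive control wells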
AddAB inh – growth inhibition of E. coli expressing H. pylori AddAB, primary screen, AddAB inhibitor project, absorbance | inhibition, % at 11.9 µM | 330,000 tested, 0.29% active | AID 435030, 2010; in the data active means inhibition above about 12%;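 further: 0% = vehicle wells of infected cells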
SR-BI HDL uptake – inhibitors of SR-BI mediated HDL lipid uptake, primary screen, ldlA[mSR-BI] cells, fluorescence, single point; ldlA[mSR-BI] CHO cells, DiI-HDL uptake fluorescence, 3 h; 320,000 tested, 0.96% active; inhibition, % at 12.5 µM; AID 488896, 2010;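 active means mean replicate inhibition of at least 70% and a set share of replicates each scoring 70 or more; inconclusive means meets just one of the two criteria; inactive means fails both criteria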;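 further: 0% = median of neutral control wells and 100% = median of positive control wells; values of inactives mirror those of a sister screen read the other way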
Target sequence (Q61009 whole entry, looked up): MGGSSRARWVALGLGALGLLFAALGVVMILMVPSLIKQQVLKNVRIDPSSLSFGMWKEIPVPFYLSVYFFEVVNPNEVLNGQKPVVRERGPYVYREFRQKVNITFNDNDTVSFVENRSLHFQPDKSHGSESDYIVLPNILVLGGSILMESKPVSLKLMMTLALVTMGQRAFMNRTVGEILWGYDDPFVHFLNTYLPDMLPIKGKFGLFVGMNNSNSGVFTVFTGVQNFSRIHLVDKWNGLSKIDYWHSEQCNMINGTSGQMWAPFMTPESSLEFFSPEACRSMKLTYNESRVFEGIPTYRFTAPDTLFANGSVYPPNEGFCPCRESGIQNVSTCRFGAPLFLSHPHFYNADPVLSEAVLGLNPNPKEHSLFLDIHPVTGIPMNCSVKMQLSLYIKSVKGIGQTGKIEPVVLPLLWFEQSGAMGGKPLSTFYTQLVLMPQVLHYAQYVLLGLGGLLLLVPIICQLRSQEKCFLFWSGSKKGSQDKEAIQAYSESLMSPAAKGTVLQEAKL
MITF act – activators of MITF-driven TRPM1 promoter reporter, primary screen, cell-based, SK-MEL-5, luciferase, single point; 300,000 tested, 0.75% active; AID 588334, 2011; activation, % at 12.5 µM; SK-MEL-5 TRPM1-promoter luciferase, 24 h; % of positive control, neutral wells = 0;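 active means mean activation of at least 80% with every replicate also reaching 80%; inconclusive means mean reaches 80% but some replicate falls short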;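 further: 0% = neutral control wells and 100% = parthenolide positive control wells; values of inactives mirror those of a sister screen read the other way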
Tat export inh – E. coli Tat export inhibitors, primary screen, MC4100, TorA-mCherry reporter, fluorescence, single point; inhibition, % at 10 µM; 340,000 tested, 0.036% active; AID 488895, 2010;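 active means mean replicate inhibition at least 50% and at least half of replicates individually reaching 50%; inconclusive means only one of the two criteria met; inactive means neither criterion met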;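 further: exported cargo escapes ClpAP degradation while cytoplasmic cargo is degraded and loses fluorescence; 0% = median of neutral control wells and 100% = median of NaSCN control wells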
Numbers without * were called inactive; ? = inconclusive; · = not tested or not shown. This is a random part of the collection. About 3.6% of those tested had a hit in this group.

SMILES	SR-BI DiI-HDL act	E coli growth	CAL PDZ FP-1	phage Ecoli inh	CAL PDZ FP-2	Wnt bcat act	AddAB inh	SR-BI HDL uptake	MITF act	Tat export inh
C=CCC[C@H](Cc1ccc(F)cc1)C(=O)OC[C@H](Cc1c[nH]c2ccccc12)NC(=O)[C@H](CC=C)CC(=O)N(CCO)Cc1ccccc1	9	-2.1	-6	2.1	-0.3	-19	-0.4	-9	-13	-2
Cc1ccccc1C(=O)Nn1cnnc1	26	-0.5	·	2.5	0.9	3	1.5	-26	0	-1
S=C(c1ccc(-c2ccccc2Cl)o1)N1CCCCC1	9	1.1	-3	2.4	-1.2	·	2.2	-9	67	5
COc1ccc(Cc2nc3ccc(C(=O)NC(C)C)cc3o2)cc1	3	-3.7	-3	3.2	-6.0	27	-2.8	-3	·	-2
COc1ccc(OC)c(/C=N/c2c(-c3ccc(O)c(OC)c3)nc3ccccn23)c1	18	0.2	-6	4.4	-3.2	-2	4.5	-18	6	1
COc1ccc(-c2nc(C#N)c(NCCCn3ccnc3)o2)cc1OC	-5	0.5	7	4.2	-1.6	·	-3.4	5	·	-7
Cc1cc(=O)oc2cc(OCC(=O)N3CCCC3)ccc12	-4	0.3	·	2.4	-0.7	4	-1.0	4	2	-4
O=S(=O)(N/N=C/c1ccc2c(c1)OCCO2)c1ccccc1	4	-0.3	-6	3.1	-1.4	-4	0.6	-4	5	4
O=C(CSc1nc2[nH]c(=O)cc(O)c2s1)Nc1cccc(Br)c1	-9	-0.5	-6	0.8	-1.1	-1	1.0	9	·	-8
Cc1ccc(C(=O)O)cc1N1C(=O)c2cccc3cc(Br)cc(c23)C1=O	42	2.7	-2	4.0	-0.8	·	-2.0	-42	-5	9
Cc1csc(NC(=O)C(F)(F)F)n1	-2	-2.5	-2	3.4	-0.7	-2	-1.4	2	-1	-4
COc1cc(NC(=O)c2cc([N+](=O)[O-])ccc2NC(=O)CNC2CCCCC2)cc(OC)c1	-16	-0.8	-7	1.5	0.2	0	0.4	16	-4	-4
O=C(CN1CCN(c2ccccc2F)CC1)c1ccc(O)cc1O	11	1.2	·	1.9	-0.5	-1	2.1	-11	2	1
O=C(CSc1cccc[n+]1[O-])N1CCCCCC1	-9	-0.5	-3	0.8	0.9	-1	-0.8	9	19	-7
COc1ccc2c(c1)CCCN2C(N)=O	29	-0.4	1	2.6	-0.6	-2	1.6	-29	-3	0
COC(=O)c1ccc(NC2(C#N)C(=O)Nc3ccccc32)cc1 (centres undefined)	-24	-4.2	·	1.0	-1.6	·	1.7	24	·	13
CC(C)(C)CC(=O)NC(=S)Nc1ccccc1C(F)(F)F	-5	-1.0	3	-0.5	-0.4	-2	-2.6	5	-2	7
C/C(=N\NC(=O)c1ccc(F)cc1)c1ccc(N2CCOCC2)cc1	35	-0.2	-1	3.6	-1.9	·	-1.3	-35	3	1
O=C(Nc1ccc(Cl)c(S(=O)(=O)N2CCOCC2)c1)c1cc(-c2ccccn2)nc2ccccc12	-83	-1.7	·	0.8	-3.1	-2	2.0	83*	13	9
COc1ccc(Cc2noc(CN(C)Cc3cccc(-n4cccn4)c3)n2)cc1OC	14	-0.9	0	1.2	-1.8	·	2.8	-14	-2	5
O=C(Nc1ccc2c3c(cccc13)CC2)c1cccc([N+](=O)[O-])c1	0	1.1	-1	4.0	-2.2	-1	3.2	0	8	1
O=[N+]([O-])c1cccc(-c2ccc(/C=N/NC(=S)NCc3ccco3)o2)c1	-52	-1.8	-30	0.9	-0.8	-1	-1.6	52	-16	-3
CC1(C)CC(=O)C(Sc2ccccc2C(=O)O)=C(O)C1	6	1.7	-1	1.6	0.6	-1	2.0	-6	6	2
CC(=O)NCCc1nc2ccccc2n1Cc1cc(C)ccc1C	-4	1.9	-1	2.0	0.3	2	2.5	4	5	5
CCOc1ccc2c(c1)-c1c(ssc1=S)C(C)(C)N2C	-89	0.1	1	1.8	-1.7	·	3.5	89*	14	5
O=C(O)CCC(=O)Nc1sc2c(c1C(=O)Nc1cccc3ccccc13)CCCCC2	19	-2.4	0	0.9	-1.9	5	-6.0	-19	-13	?
O=C(N[C@H](CO)Cc1ccccc1)c1ccco1	-1	-1.8	1	1.4	0.2	0	-1.4	1	6	-7
COC(=O)c1ccccc1S(=O)(=O)N1CCC(C(=O)OCc2cccc(OC)c2OC)CC1	9	-1.7	-3	3.3	-3.6	-4	-0.8	-9	-3	15
CCOC(=O)c1ccc(-c2ccc(CO)o2)cc1	-12	1.3	-4	4.0	-1.1	45*	3.8	12	·	3
COC(=O)C1CCN(C(=O)c2ccc(NC(C)=O)cc2)CC1	2	-0.4	-8	1.8	0.0	-1	3.1	-2	-8	-12
O=C1CCC(C(=O)N2CCCCCC2)CN1CCc1ccc(Cl)cc1 (centres undefined)	-1	0.7	0	1.6	-2.8	3	1.2	1	6	-7
CC1=C(C(=O)Nc2cccc(C(=O)NC(C)C)c2)SCCO1	9	2.2	·	3.4	0.1	4	2.5	-9	-6	-2
c1ccc(-c2nc(-c3ccc(-c4ccon4)s3)no2)cc1	2	-3.7	·	0.8	-0.4	36*	-1.1	-2	74	-3
CC1(C)CC(=O)C2=C(C1)N(Cc1ccco1)C(=O)NC2(C(F)(F)F)C(F)(F)F	32	2.0	-3	0.6	-1.9	·	4.4	-32	-2	5
Oc1ccc(/C=N/N(Cc2ccccc2)c2ccccc2)c(O)c1O	-6	·	2	8.1	-0.1	4	·	6	-13	10
CC(=Nc1ccc(C)cc1C)c1sc2ccccc2c1O	-27	1.0	-1	0.1	0.8	5	1.8	27	64	9
Cc1cccc(C(=O)NCC(=O)N2CCN(S(=O)(=O)c3cc(C)ccc3C)CC2)c1	-7	-0.7	-1	3.6	-1.6	-6	1.9	7	-1	5
O=C(OCC(=O)N1CCc2ccccc21)c1ccc([N+](=O)[O-])o1	3	2.0	·	0.5	-1.4	2	3.5	-3	-20	-5
Cc1nnnn1/C(=C\c1ccccc1)C(=O)OCC(=O)Nc1cccc(S(=O)(=O)N(C)C)c1	-9	1.2	13	6.7	0.6	-3	-1.8	9	-45	-2
CC(C)n1nc(C(=O)Nc2ccccc2N2CCOCC2)c2ccccc2c1=O	-32	-1.2	-1	1.2	-1.5	-6	2.0	32	-5	5
CCSc1nsc(NC(=O)Nc2ccccc2OC)n1	-33	3.0	-2	0.7	-1.1	4	-0.2	33	49	5
CCc1nnc(NC(=O)CSc2nnc(-c3cccnc3)n2CC)s1	4	-1.1	-2	1.1	2.0	-1	0.0	-4	-5	7
CC(=O)Nc1ccc(S(=O)(=O)N[C@@H](C)C(=O)OCC(=O)c2ccc[nH]2)cc1	34	-2.3	-8	1.6	-0.8	-4	0.8	-34	2	-3
CN(C)CCNC(=O)/C(=N\O)c1ccccn1	6	-5.8	2	0.6	-1.0	·	-1.7	-6	4	-8
c1ccc(OCCCN2CCCC2)cc1	9	0.2	·	-1.5	-0.1	·	0.2	-9	4	3
COc1ccc(-n2nc3c(c2NC(=O)CBr)CSC3)cc1	-1	0.0	2	1.4	-0.8	-1	3.4	1	-4	-5
CSCCC(N=C1NS(=O)(=O)c2ccccc21)C(=O)NCCc1ccccc1 (centres undefined)	7	-2.1	-1	-0.1	-2.9	0	4.6	-7	8	4
OCC1(CCCc2ccccc2)CCN(C2CCSCC2)CC1	13	-1.6	-1	4.2	-4.1	-2	1.3	-13	2	21
Oc1ccc(-c2nc3c4c(ncn3n2)-c2ccccc2CC42CCCC2)cc1	-37	-0.2	1	2.3	-0.9	·	-0.5	37	-9	-2
CCOC(=O)N1CCN(C(=O)C2CCN(C(=O)c3cc(OC)cc(OC)c3)CC2)CC1	12	-2.2	-2	1.5	-1.8	-3	-0.9	-12	6	-4
Later entries:
SMILES	SR-BI DiI-HDL act	E coli growth	CAL PDZ FP-1	phage Ecoli inh	CAL PDZ FP-2	Wnt bcat act	AddAB inh	SR-BI HDL uptake	MITF act	Tat export inh
Cc1cc(C(=O)Nc2nc3c(C)cccc3s2)c(C)o1	-52	-0.4	-2	0.6	0.0	·	-1.6	52	29	4
CC(=O)Nc1ccc(NC(=O)CSc2nnc(C3CC3)n2C)cc1	13	0.1	·	2.9	-0.2	0	0.9	-13	·	3
O=C(O)C(Cc1ccccc1N(CCO)CCO)N1C(=O)c2ccccc2C1=O (centres undefined)	0	·	-6	3.8	-0.1	-7	·	0	-3	-8
Cc1c(C#N)c(N)nc2c3c(sc12)NC(=O)CC3c1ccc(F)cc1 (centres undefined)	-13	-1.6	-1	1.5	-1.7	0	-0.4	13	0	0
Cn1cccc1/C=C1/SC(=S)N(CC(=O)O)C1=O	15	0.5	·	2.9	0.2	0	6.7	-15	14	-4
COC(=O)COc1ccc(S(=O)(=O)NCCC2=CCCCC2)cc1C	9	2.7	-4	2.7	-1.5	-2	-0.3	-9	1	1
Cc1nn(CC(=O)N(C)C2(C#N)CCCCC2)c(C)c1[N+](=O)[O-]	-9	-0.9	1	-0.3	0.6	7	-2.3	9	7	-1
O=C(Cn1[nH]c(=O)c2ccccc2c1=O)Nc1cccc(S(=O)(=O)N2CCCCCC2)c1	-58	1.7	1	0.6	-1.3	-1	1.8	58	5	-8
CCOC(=O)CN1CC23C=CC(O2)C(C(=O)NCc2ccc(F)cc2)C3C1=O (centres undefined)	10	-6.3	·	0.5	0.1	-4	3.9	-10	·	0
CC(=O)OC1c2ccccc2C(=O)N1Cc1ccccc1 (centres undefined)	15	-1.1	-6	3.4	-1.0	-4	4.4	-15	·	-11
O=C(O)/C=C/C(=O)NNc1ncnc2ccccc12	·	-0.5	9	2.8	-0.1	3	0.7	·	-13	-14
CCOc1ccc(NC(=O)c2cc(S(=O)(=O)N3CCOCC3)cs2)cc1	-63	-0.1	1	-1.1	-2.6	0	4.2	63	3	-8
COc1ccccc1NS(=O)(=O)c1ccc(O)c(C(=O)OCc2cccc([N+](=O)[O-])c2)c1	4	-1.7	-8	5.3	-0.3	-1	2.0	-4	-7	-8
CCOc1ccccc1NC(=O)C(=O)NCC1CCCN1CC (centres undefined)	-9	2.0	-3	-1.0	-0.6	·	2.3	9	-4	1
CCOc1ccc(N(CC)S(=O)(=O)c2ccc3c(c2)n(C)c(=O)c(=O)n3C)cc1	21	-1.7	·	1.6	-1.6	-2	0.6	-21	0	-5
